LDHA inh: inhibitors of human lactate dehydrogenase A. purified LDHA, NADH/diaphorase-resazurin fluorescence; hits give low values. activity change, % (values are at about 110 or 230 µM). 480,000 tested, 0.15% active. AID 1347041; in the data active = activity change below about -30%; inconclusive = mostly about -25% to -30%;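 also: plate controls were DMSO wells for no effect and wells without enzyme for full effect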
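LDH5 2 nM; NADH 0.06 mM, pyruvate 0.2 mM; 200 mM Tris pH 7.4, EDTA, Tween-20; 5 min RT. Detection: diaphorase 0.133 mg/mL + resazurin 37 µM, fluorescence ex540/em590 at 0 and 20 min; normalized to enzyme-free and DMSO wells.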
* hit, by the source's call; ? = inconclusive. Only part of the results is shown. The share of hits here may be higher or lower than overall.

The first 2 compounds (preview)
Molecule,LDHA inh
COc1ccc(OC)c(CN2CCN(C/C=C/c3ccccc3)CC2)c1,4
CC(Cl)C(=O)Nc1ccccc1C(C)C (configuration not stated),-9

The listing, previewed entries included:
Molecule,LDHA inh
COc1ccc(OC)c(CN2CCN(C/C=C/c3ccccc3)CC2)c1,4
CC(Cl)C(=O)Nc1ccccc1C(C)C (configuration not stated),-9
CCNC(=O)Cn1c(C)c(Br)c2ccccc21,1
COc1cccc(NC(=O)c2sc(-c3ccco3)nc2-c2ccccc2)c1,-8
CCCCc1c(-c2ccccc2OC)ncn1CCc1ccccc1Cl,9
CC1(C)C=C(CC(=O)O)CC(C)(C)N1,-7
CC(OC(=O)c1ccc2ccccc2n1)C(=O)c1ccc(Cl)cc1 (configuration not stated),-5
O=C(COC(=O)c1cc(C2CC2)nn1-c1ccccc1)Nc1ccccc1,-3
CCOc1ccc(S(=O)(=O)N(CC)CC(=O)NCC2CCCO2)cc1Cl (configuration not stated),3
CC(C)NC(=O)c1ccc(I)cc1,-22
CCOc1ccc(NC(=O)c2ncoc2-c2cccc(Cl)c2)cc1,-2
CC(C)C(=O)NC(Nc1ccc(Cl)cc1)C(Cl)(Cl)Cl (configuration not stated),0
Cc1cc(C)c2c(=O)cc(C(=O)Nc3ccc(S(=O)(=O)N(C)c4ccccc4)cc3)oc2c1,9
CC(=O)c1ccc(C(=O)N(C)Cc2ccc(F)cc2)s1,-1
Ic1ccc(-c2noc(-c3ccco3)n2)cc1,2
CC(OC(=O)C1CCC1)C(=O)NC(N)=O (configuration not stated),-4
COc1cccc(CNC(=O)Cc2c(C)c3ccc(OC)c(OC)c3oc2=O)c1,1
CCCn1c(N)c(N(CCOC)C(=O)c2cccc(OC)c2)c(=O)[nH]c1=O,-2
COc1ccccc1NC(C)c1nc(-c2ccco2)no1 (configuration not stated),-1
Cc1ccc(S(=O)(=O)N(CC(=O)O)Cc2ccc(Cl)cc2Cl)cc1,-5
COCCn1c(C2CC(=O)N(c3cc(Cl)ccc3OC)C2)nc2ccccc21 (configuration not stated),-4
O=C(OCc1cc(=O)oc2cc(O)ccc12)C1CCCC1,6
Cn1c(=O)c2c(nc(N3CCC(C(N)=O)CC3)n2Cc2ccccc2)n(C)c1=O,9
O=C(O)CC1(CC(=O)NCCN2CCOCC2)CCCC1,-3
Cc1cc(C(=O)NC(C)c2cccc(C(F)(F)F)c2)c(C)o1 (configuration not stated),1
CCn1c(=O)c(=O)n(CC(=O)NCCN2CCN(c3cccc(Cl)c3)CC2)c2ccccc21,2
COc1ccc(Cl)cc1NC(=O)CCc1ncc(-c2ccccc2F)o1,3
O=C(NC1CCCCCC1)C1(Cc2nc3ccccc3s2)CCCC1,0
O=C(c1ccccc1)N1CCN(C(=O)c2cc(-c3ccccn3)nc3ccccc23)CC1,-6
Cc1cc(C)c(NC(=O)CSc2nc3c(c(=O)[nH]2)CCCC3)c(C)c1,7
CC(C)SCC(=O)Nc1cc(C(C)(C)C)ccc1O,13
Nc1cccc(OCc2ccccc2)c1,2
CC1CCN(CCNC(=O)c2n[nH]c(=O)c3ccccc23)CC1,9
COCCN(CCOC)C(=O)c1cc(-c2cccs2)nc2ccccc12,5
COc1ccc(NC(=O)c2ncoc2-c2ccc(OC)c(OC)c2)cc1,0
Cc1ccccc1-c1csc2ncnc(Sc3nnnn3C)c12,-5
COc1cccc(/C=C2\Oc3cc(OC(=O)C(C)(C)C)ccc3C2=O)c1OC,-5
COc1ccc(C2C(C#N)=C(SCc3ccccc3)NC3=C2C(=O)CC(C)(C)C3)cc1OC (configuration not stated),-9
Cc1cccc(C)c1NC(=O)C(CCc1ccccc1)N1CCN(C)CC1 (configuration not stated),-10
Cc1c(Cl)cccc1NC(=O)c1nc2ccccc2nc1N1CCCC1,1
CCOC(=O)c1cnc2ccc(C)cc2c1Nc1ccc(C(C)=O)cc1,0
CC1(C)CC(=O)C2=C(C1)NC(=O)C(C#N)C2c1ccccc1 (configuration not stated),10
CN1CCN(c2ccc(NC(=O)c3cnc4ccccc4n3)cc2)CC1,1
CCOCCCNCc1ccc(C)s1,-2
NS(=O)(=O)c1ccc(N/N=C/c2ccccc2)c([N+](=O)[O-])c1,3
NC(=O)NNC(=S)Nc1ccc(SC(F)F)cc1,-19
CC(Sc1ccccc1)C(=O)Nc1ccc(N2CCN(C)CC2)nc1 (configuration not stated),?
Cc1c(Cl)cccc1S(=O)(=O)Nc1ccc(NC(N)=O)cc1,4
Cc1ccc(NC(=O)C(C)Sc2ncnc3c2sc2nc4c(cc23)COC(C)(C)C4)cc1 (configuration not stated),-9
O=C(Cc1ccc(F)cc1)Nc1c(NCC2CCCCC2)c2ccccc2oc1=O,-4
Cc1ccc(NC(=O)CSc2nc(CN(C)C)nc3ccccc23)c(C)c1,-1
Cc1ccccc1C(=O)N1CCC(C(=O)NCC(F)(F)F)CC1,-1
S=C(N/N=C/C1CC=CCC1)NC1CCCCC1 (configuration not stated),-1
O=[N+]([O-])c1cc(Nc2ccccc2)c(/C=N/Nc2ccccc2)c([N+](=O)[O-])c1,15
COc1cccc(OC)c1C(=O)Nc1ccc(-c2nc3ccccc3o2)cc1,0
COC(=O)[C@@]1(C(C)C)N=C(c2cc(OC)c(OC)c(OC)c2)[C@]2(O1)C(=O)Nc1ccc(F)cc12,-2

A different layout for part of the listing above:
Cc1ccccc1C(=O)N1CCC(C(=O)NCC(F)(F)F)CC1
- LDHA inh: -1

S=C(N/N=C/C1CC=CCC1)NC1CCCCC1 (configuration not stated)
- LDHA inh: -1

O=[N+]([O-])c1cc(Nc2ccccc2)c(/C=N/Nc2ccccc2)c([N+](=O)[O-])c1
- LDHA inh: 15

COc1cccc(OC)c1C(=O)Nc1ccc(-c2nc3ccccc3o2)cc1
- LDHA inh: 0

(next part)
Molecule,LDHA inh
CCOc1ccc(NC(=O)Cc2ccccc2)c2cccnc12,75
FC(F)(F)c1ccccc1Cc1c(-c2cccc(Cl)c2)nc2c3ccccc3ccn12,-2
O=Cc1ccc(OCCN2CCCC2)cc1,8
CCC(C)NC(=O)/C(C)=C/c1ccccc1 (configuration not stated),8
CSc1nc(N)c2c3c(sc2n1)CCCC3C (configuration not stated),-21
CCCNc1c(NC(=O)NCc2ccccc2)c(=O)oc2ccccc12,4
c1ccc(COc2ccc(CNCC3CCCO3)cc2)cc1 (configuration not stated),11
CCN1CCN(C(=O)Nc2ccc(C)cc2C)CC1,3
CCN(c1ccc(-c2csc(C3CC3)n2)cc1)S(C)(=O)=O,-1
COC(=O)[C@@]12C[C@@H](CC(=O)N3CCOCC3)C(=O)N(Cc3cccc4ccccc34)C1=CCC(C)(C)C2,5
Cc1ccccc1OCc1ccc(-c2nc(C#N)c(N(C)C)o2)o1,0
CCCCC(=O)Nc1ccc2oc(-c3ccc(OC)cc3)nc2c1,3
Cc1ccc2oc(-c3cccc(NC(=O)c4ccc([N+](=O)[O-])o4)c3C)nc2c1,-1
Cc1cccc(NC(=O)C(C#N)=C2CCCC2)c1,15
CCc1noc(CS(=O)(=O)Cc2cc(C)ccc2C)n1,-9
O=C(CSc1nc(NC2CC2)c2ccccc2n1)NC1CC1,2
Cc1ccc(-c2noc(CNC(=O)COc3cccc(C)c3)n2)cc1,4
CCC(=O)Oc1ccc2c(=O)c(-c3nc4ccccc4s3)c(C)oc2c1,-2
CC(C)Cn1nc(C(=O)Nc2ccc3nc(N4CCOCC4)sc3c2)c2ccccc2c1=O,-2
O=C1c2ccccc2C(=O)N1c1cccc(Cl)c1,-12
COc1ccc(/C=N/OCc2cc(Cl)c3c(c2)OCO3)cc1OC,8
CCCOc1ccc(CNC2CC2)cc1,6
Cc1cc(C)cc(NC(=O)Cc2nc(-c3cccs3)oc2C)c1,3
CCCCCn1c(NCCO)nc2c1c(=O)[nH]c(=O)n2C,7
COc1cccc(F)c1-c1nc(C)c(C(=O)Nc2ccc3c(c2)OCO3)s1,14
C=CCNCc1ccc(OCC)c(OCC)c1,-2
COc1c(C2CC(=O)Nc3c2ncn3-c2cccc(Cl)c2)cc2c(c1OC)OCO2 (configuration not stated),29
COc1ccc(C2SCc3cc(C)c(C)cc3CS2)cc1,7
COc1ccc(OC)c(NC(=O)CCn2nc(-c3ccccc3OC)c3c(C)cc(C)nc32)c1,-21
CCOC(=O)c1sc(CC(=O)Nc2ccc(C)cc2)nc1C,11
CC(C)C(C)(C#N)NC(=O)CCc1ccccc1 (configuration not stated),-7
CCCCCCn1nc(C(=O)Nc2ccc(OC)c(OC(F)F)c2)c2ccccc2c1=O,1
O=c1c2ccccc2c(-c2ccc(Cl)cc2)nn1-c1cc(N2CCOCC2)ccc1[N+](=O)[O-],-5
COc1ccc(C2c3c(-c4c(C)cc(C)cc4O)n[nH]c3C(=O)N2CCO)cc1OC (configuration not stated),8
CC(C)c1nnc2sc(-c3ccc4c(c3)OCO4)nn12,-19
CCCCC1CCC(C(=O)Oc2ccc(OC)cc2)CC1 (configuration not stated),10
N#Cc1cc(C(=O)c2cc(F)ccc2O)cn(C2CCCCC2)c1=O,1
Cc1cc(NC(=O)OC(C)(C)C)c(-n2nnnc2C(C(=O)c2ccccc2)N2CCOCC2)cc1C (configuration not stated),8
O=C(COc1ccc(Cl)cc1)Nc1ccc2oc(-c3ccccc3F)nc2c1,-7
Cc1c(C(=O)Nc2ccc(S(=O)(=O)C(F)F)cc2)oc2ccccc12,5
CCCCN1CCCCC1CNc1ccc2nnnn2n1 (configuration not stated),-1
CCCc1noc(CN2CCC(c3nc4ccccc4s3)CC2)n1,-5
CCc1ccc2nc(N/C(N)=N/S(=O)(=O)c3ccc(C)cc3)nc(C)c2c1,-3
O=Cc1cccn1-c1ccccc1F,5
COc1ccc(N2CCCCS2(=O)=O)cc1S(=O)(=O)N(C)CCc1ccncc1,0
CC1(C(=O)NCc2ccccc2)Cn2c(ccc2-c2ccco2)C(=O)N1Cc1ccccc1F (configuration not stated),1
COC(=O)C1=C(C)NC(=O)NC1c1ccc(C(=O)OC)cc1 (configuration not stated),1
CC1CCN(C(=O)CCc2nc3sc4c(c3c(=O)[nH]2)CCCCC4)CC1,-9
Cc1ccc(OCc2ccc(-c3nc(C#N)c(N4CCC(C(N)=O)CC4)o3)o2)cc1,-1
O=C(CN1CCN(c2ccccc2)CC1)NC(=O)NCC(F)(F)F,-4
Cc1ccc(OCc2nc3ccc(F)cc3[nH]2)cc1,7
Cc1ccc(N[S+](=O)([O-])c2cc3c(cc2CCc2ccccc2)NC(=O)CO3)cc1C,-2
COc1ccc(C(=O)COC(=O)C(C)Oc2ccc(F)cc2)cc1OC (configuration not stated),4
CN(CC(=O)Nc1cccc(F)c1)C(=O)CCc1ncc(-c2ccccc2F)o1,-17
CCn1cc(C#N)c(=O)n(Cc2noc(-c3ccc(Cl)cc3)n2)c1=O,5
O=C(Nc1ccc(F)c(F)c1)c1cc(S(=O)(=O)C2CCS(=O)(=O)C2)ccc1F (configuration not stated),-1

(list continues)
Molecule,LDHA inh
Cc1nc2cc(NC(=O)COc3ccccc3C(C)(C)C)ccc2o1,3
Cc1ccc(C(=O)C(OC(=O)c2ccc(N(C)C)cc2)c2ccccc2)cc1 (configuration not stated),8
Cc1ccc(C(=O)COC(=O)C2CC3CCCC(C2)C32SCCS2)s1 (configuration not stated),2
C=C(C)CN(CC)C(=O)c1ccsc1,6
CC(C)C(N=C1NS(=O)(=O)c2ccccc21)C(=O)NCCc1ccco1 (configuration not stated),-24
Cc1ccoc1C(=O)NCc1ccnc(OCC(F)(F)F)c1,1
Cc1nn(CC(=O)NC(C)(C)C)c(C)c1S(=O)(=O)N1CCCC(C(=O)N2CCN(C)CC2)C1 (configuration not stated),-6
CCn1c(NCCO)nc2c1c(=O)n(C)c(=O)n2C,-19
CC(C)C(Sc1nnc(-c2cccnc2)o1)C(=O)NCc1cccnc1 (configuration not stated),-4
O=C(Nc1ccc(SC(F)F)cc1)c1ccncc1,-2
COc1ccc(CCC(=O)Nc2ccc3c(c2)NC(=O)C(C)O3)cc1OC (configuration not stated),9
Cn1c(=O)c2c(nc(Cl)n2CC(=O)NCc2ccccc2)n(C)c1=O,-2
CCn1cnc2c1c(=O)n(CC(=O)N1CCN(c3ccncc3)CC1)c(=O)n2Cc1ccccc1,-3
Cn1c(=O)c2c(nc(NCc3ccco3)n2Cc2c(Cl)cccc2Cl)n(C)c1=O,-2
COc1cccc(C2CC(=O)Nc3c2c(C)nn3-c2nncc(-c3ccc(C)cc3)n2)c1OC (configuration not stated),12
CC1(C)CC(NC(=O)c2cc3ccccc3oc2=O)CC(C)(C)N1,14
Cc1nc(-c2ccccc2)sc1C(=O)N[C@H](C(=O)O)C(C)C,-4
N#CC(C#N)=C1C=C(c2ccccc2)OC2=C1CCCC2,12
CCC(NC(=O)c1ccc(COC)cc1)c1ccccc1OC(F)F (configuration not stated),7
O=C(COc1ccccc1Cl)c1ccc2ccccc2c1,12
COc1cccc(C(=O)C(=O)N2CCN(C(=O)OCc3ccccc3)CC2)c1,0
O=C(O)CNC(=O)CNS(=O)(=O)Cc1ccccc1,9
CCOc1ncccc1CNC(=O)C1CCN(S(=O)(=O)c2cccnc2)CC1,-2
